Screening results: PubChem, National Center for Advancing Translational Sciences (NCATS)
Integrin act MD: activates integrin-mediated alleviation for muscular dystrophy | alpha7betagal myoblasts, beta-gal FDG fluorescence, 48 h | Potency, µM (doses to about 38.3 µM), inactives show top-dose activation, hits mostly activators | actives 0.064% (n = 350,000);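 further: potency means the concentration at half of the fitted maximal effect; 100% = response of the positive control SU9516; nearly all actives have a fitted effect of over 60% in size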
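alpha7betagal+/- myoblasts (passage 13, 250/well) treated 48 h at 37C with compounds at 1:260 dilution of DMSO stock. Lysed, then beta-galactosidase activity read as FDG fluorescence (ex 480/em 540) after 30 min, with pre-read for autofluorescence.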
TSG101-PTAP inh: blocks PTAP/TSG101 interaction to inhibit HIV-1 budding; Potency, µM (top dose mostly 115 µM), for inactives: top-dose activity change, negative = inhibition, most hits filed as inhibitors; Fluorescence polarization, FITC-PTAP peptide / Tsg101 binding; 340,000 tested, under 10 active; AID 493005; active means well fitted inhibition curve with a large enough effect in the main read-out, with a control signal flat, not every such curve was filed as active; inconclusive means small, poorly fitted or top-dose-only effect, or effect the other way, or a change in a side signal; inactive means no such curve, though single readings can be large or run the other way; further: potency means the concentration at half of the fitted maximal effect; % of control where 0% means no effect
Target sequence (Q99816 whole entry, looked up): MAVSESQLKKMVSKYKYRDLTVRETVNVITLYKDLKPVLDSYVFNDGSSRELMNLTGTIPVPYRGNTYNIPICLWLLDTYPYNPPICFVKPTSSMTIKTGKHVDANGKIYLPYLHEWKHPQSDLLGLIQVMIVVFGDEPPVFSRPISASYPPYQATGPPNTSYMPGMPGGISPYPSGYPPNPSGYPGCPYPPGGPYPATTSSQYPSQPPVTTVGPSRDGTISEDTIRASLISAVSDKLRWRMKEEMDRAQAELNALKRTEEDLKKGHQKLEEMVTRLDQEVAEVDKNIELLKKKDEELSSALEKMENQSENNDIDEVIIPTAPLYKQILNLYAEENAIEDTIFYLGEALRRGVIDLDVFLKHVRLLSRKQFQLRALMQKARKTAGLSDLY
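Fluorescence polarization binding of Tsg101 binding domain (10 uM final) to FITC-labeled PTAP peptide (50 nM final) in HEPES pH 7.5 buffer with NaCl, Tween 20, EDTA, TCEP. Compounds added before peptide; binding 20 min at RT.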
Mito fusion yeast: mitochondrial division inhibition or fusion activation; S. cerevisiae fusion-defective mutant growth rescue, CellTiterGlo 48 h; Potency, µM (doses to about 46.1 µM), inactives show at the top dose growth rescue (activation), hits mostly activators; actives 0.23% (n = 320,000);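 further: potency means the concentration at half of the fitted maximal effect; % of control where 0% means no effect; nearly all actives have a fitted effect of over 45% in size; temperature-sensitive fusion mutants such as fzo1-1 at 37 °C on non-fermentable ethanol glycerol medium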
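Growth-rescue viability read-out: after 48 h at the non-permissive 37C in glycerol/ethanol YPEG, yeast mitochondrial fusion mutants are measured by CellTiterGlo luminescence; compounds (23 nl pinned per well) restoring growth score as division inhibitors or fusion activators.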
TSHR antag: antagonists of human thyroid stimulating hormone receptor. activity change, negative = inhibition, % at 11.5 µM. TSHR-expressing cells, TSH-stimulated cAMP HTRF, 2 h; stronger effect = lower value. AID 504810. actives 0.2% (n = 330,000);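 active means activity change below a set negative limit, meaning inhibition stronger than a set level, cut at about -70% in these data; inconclusive means activity change between two set negative limits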; further: on the % scale 0 is the no-effect control and ±100 the full control effect
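Competitive HTRF cAMP read-out (cryptate anti-cAMP antibody, cAMP-d2; 30 min, room temperature) in freshly harvested TSHR cells. Compounds added before TSH at EC80 (4nM final), followed by 2 hours' incubation at 37 deg C.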
S-ASM inh: inhibitors of human secretory acid sphingomyelinase | placental ASM, HMU-PC fluorogenic substrate, 60 min | Potency, µM (titrated, usually from 57.5 µM), for the others: at the top dose activity change, negative = inhibition, most hits filed as inhibitors | actives 0.006% (n = 340,000) | AID 504937; further: potency means the concentration at half of the fitted maximal effect
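Fluorescence read-out (Ex 386 nm, Em 447 nm) after stopping the reaction at pH 10. Enzyme: ASM from human placenta; substrate HMU-PC0, 9 uM final; 60 min, 37 °C. Compound preincubation 10 min, ambient temperature.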
TCR act: activators of T cell receptors; primary human leukocytes, anti-CD3, IL-2 HTRF, 48 h; AID 504894; 330,000 tested, under 10 active; Potency, µM (highest dose often 9.22 µM), for inactives: at the top dose activation of IL-2 secretion, most hits filed as activators; further: % of control where 0% means no effect
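Primary human leukocytes were stimulated with a-CD3 beads plus compounds for 48 hr without co-stimulation; secreted IL-2 was quantified by HTRF using a-IL-2-K (europium cryptate) and a-IL-2-d2, excited at 320nm with acceptor emission read at 665nm.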
Menin-MLL TR inh: menin-MLL binding inhibition, Texas Red mutant peptide | Potency, µM (series often up to 61.6 µM), for the others: top-dose FP activity change, negative = inhibition, most hits filed as inhibitors | O00255 | AID 1768 | Menin + Texas Red MLL mutant peptide, fluorescence polarization | actives 0.23% (n = 270,000); active means well fitted inhibition curve with a large enough effect in the polarisation, with a control signal flat, not every such curve was filed as active; inconclusive means small, poorly fitted or top-dose-only effect, or effect the other way, or a change in a side signal; inactive means no such curve, though single readings can be large or run the other way; the % refers to the polarisation; further: potency means the concentration at half of the fitted maximal effect; % of control where 0% means no effect; many of its hits are not listed in these tables
Target sequence (O00255 whole entry, looked up): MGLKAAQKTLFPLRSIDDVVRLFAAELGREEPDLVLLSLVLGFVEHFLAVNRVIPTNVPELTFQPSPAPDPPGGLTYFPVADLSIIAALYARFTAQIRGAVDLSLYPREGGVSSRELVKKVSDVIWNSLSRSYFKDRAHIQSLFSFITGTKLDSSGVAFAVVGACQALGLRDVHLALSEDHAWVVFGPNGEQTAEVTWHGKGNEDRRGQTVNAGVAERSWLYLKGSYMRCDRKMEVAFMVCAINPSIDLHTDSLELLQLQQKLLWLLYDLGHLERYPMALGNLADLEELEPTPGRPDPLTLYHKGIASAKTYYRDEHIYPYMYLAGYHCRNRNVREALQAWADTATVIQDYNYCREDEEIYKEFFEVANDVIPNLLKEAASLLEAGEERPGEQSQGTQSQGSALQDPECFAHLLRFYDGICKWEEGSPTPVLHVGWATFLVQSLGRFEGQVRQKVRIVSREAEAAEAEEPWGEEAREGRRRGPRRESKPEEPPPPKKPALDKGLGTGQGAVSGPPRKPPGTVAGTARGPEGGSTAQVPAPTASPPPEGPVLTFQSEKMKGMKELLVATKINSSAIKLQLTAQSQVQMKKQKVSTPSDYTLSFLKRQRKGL
AT treatment: potential ataxia-telangiectasia treatments restoring KAP-1 phosphorylation; […] A-T fibroblasts, KAP-1 phosphorylation AlphaLISA; neocarzinostatin DNA damage 30 min before lysis; actives 0.19% (n = 320,000); AID 485349; Potency, µM (doses to about 57.5 µM), without a hit: at the highest dose activation, most hits filed as activators; further: potency means the concentration at half of the fitted maximal effect; % of control where 0% means no effect; nearly all actives have a fitted effect of over 45% in size
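ATM-like activity read as KAP-1 phosphorylation via AlphaLISA donor/acceptor antibody pairs after lysis and 6 hr at 25C. Cells were ATM-null patient fibroblasts ([…], hTERT), dosed 60 min, then exposed to the DSB inducer NCS for 30 min.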
CXXC DNA block: MLL CXXC-DNA interaction inhibition; Q03164; MLL-CXXC / FITC-HOXA9 DNA fluorescence polarization; Potency, µM (doses to about 115 µM), inactives show at the top dose activity change, negative = inhibition, most hits filed as inhibitors; actives 0.037% (n = 290,000); AID 2662; active means well fitted inhibition curve with a large enough effect in the polarisation, with a control signal flat, not every such curve was filed as active; inconclusive means small, poorly fitted or top-dose-only effect, or effect the other way, or a change in a side signal; inactive means no such curve, though single readings can be large or run the other way; the % refers to the polarisation; further: potency means the concentration at half of the fitted maximal effect
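Purified MLL-CXXC (added from a 7 uM solution) was preincubated 5 min at ambient with pinned compounds in 50 mM Tris-HCl pH 7.5, 50 mM NaCl, 1 mM DTT, 0.05% BSA. Fluorescein-labeled HOX-A9 DNA (50 nM solution) followed, 30 min, then polarization read.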
MBNL1-CUG inh: MBNL1-poly(CUG) RNA binding inhibition | TR-FRET MBNL1-His/biotin-(CUG)12 binding, 665/545 ratio | Potency, µM (highest dose often 57.5 µM), inactives show at the top dose activity change, negative = inhibition, usual class: inhibitors | AID 2675 | Q9NR56 | actives 0.036% (n = 280,000); active means well fitted inhibition curve with a large enough effect in the signal ratio, with a control signal flat, not every such curve was filed as active; inconclusive means small, poorly fitted or top-dose-only effect, or effect the other way, or a change in a side signal; inactive means no such curve, though single readings can be large or run the other way; the % refers to the signal ratio; further: potency means the concentration at half of the fitted maximal effect; on the % scale 0 is the no-effect control and ±100 the full control effect
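Ratiometric TR-FRET (665 over 545 nm, excitation 340 nm) tracks disruption of MBNL1-His/biotin-(CUG)12 complex after 60 min at room temperature, with compounds at 92 nM to 58 uM final.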
* = called active by the depositor; ? = inconclusive; / = no result given; & = joins results of further samples; [ ] = remark or other dose. Unless noted, the call rests on the fitted dose curve; in most records, active means well fitted curve in the direction sought with a large enough effect; inconclusive means small, poorly fitted or top-dose-only effect, or another doubt; inactive means no such curve, though single readings can be large; an effect the other way counts as inactive or inconclusive. A portion of the library; rates above refer to the full screens.

Under each structure – Integrin act MD	TSG101-PTAP inh	Mito fusion yeast	TSHR antag	S-ASM inh	TCR act	Menin-MLL TR inh	AT treatment	CXXC DNA block	MBNL1-CUG inh
Cc1sc(N/N=C/c2cccnc2)nc1-c1ccccc1
  -12%	-3%	-10%	-45	-7%	-10%	?	12%	0%	-1%
COCC(=O)Nc1nnc(C2CCCCC2)s1
  -8%	-5%	1%	-7	0%	-1%	?	13%	-6%	-15%
CC(=O)c1cccc(NC(=O)CSc2nc(N3CCOCC3)nc(N3CCOCC3)n2)c1
  0%	-6%	-11%	0	2%	4%	/	6%	6%	0%
CCOc1ccccc1OCC(=O)NN=C1CCCC(=O)C1
  9%	-3%	/	9	6%	-9%[46.1 µM]	/	31%	/	/
CCCS(=O)(=O)N1CCCC(C(=O)NCCCOCC)C1 (stereo not drawn)
  1%	-1%	-1%	-7	-4%	8%	-22%	0%	-25%	3%
CN(C)CCNc1nc(-c2ccccc2)nnc1C(F)(F)F
  -19%	-3%	-3%	0	-1%	3%	45%[activator]	-3%	1%	-10%
CN(C)C(=S)Nc1ccc2ccccc2c1
  1%	0%	3%	-10	6%	-4%[46.1 µM]	4%	2%	2%	3%
COc1ccc2c(c1)Cc1sc(NC(=O)c3cccs3)nc1-2
  13%	-1%	8%	0	-3%	-6%	?	-2%	9%	5%
CCOC(=O)CSc1nc2ccc(C)cc2cc1C#N
  -6%	2%	-2%	-2	-5%	-1%	9%	8%	4%	17%
CCN(CC)CCOc1ccc(/C(=C(/Cl)c2ccccc2)c2ccccc2)cc1
  /	0%&-1%	-21%&-3%	6&2	-22%&-26%	-6%&3%	?	-5%&1%	89%&2%[activator]	-9%&-5%
Cc1ccc(CN2CC(C(=O)Nc3ncc(C)s3)CC2=O)cc1 (stereo not drawn)
  7%	-5%	-4%	-8	-1%	3%	/	-5%	/	/
CCN1CCCC1CNC(=O)c1cc(COc2ccc(C)c(C)c2)on1 (stereo not drawn)
  -58%[inhibitor]	-3%	-1%	-3	-2%	-10%	-2%	6%	-9%	1%
C=CCSc1ncc(CO)n1Cc1ccccc1
  -8%	-7%	1%	-10	2%	-26%	-27%	0%	-3%	-3%
CCOC(=O)c1c(NC(=O)C2C3C=CC(C3)C2C(=O)O)sc2c1CCC(CC)C2 (stereo not drawn)
  21%	-7%	-7%	-11	-14%	-1%[46.1 µM]	-3%	/	3%	-19%
O=C(Cn1ncc2c([nH]c3ccccc32)c1=O)N1CCN(c2ccc(F)cc2)CC1
  -5%	-3%	7%	6	-2%	-1%	9%	-2%	42%[activator]	-1%
N#Cc1cccc(NC(=O)CC2CCCCC2)c1
  21%	-1%	0%	8	1%	-5%	11%	-4%	-2%	-3%
C(=N\N1CCN(Cc2cccc3ccccc23)CC1)/c1ccco1
  9%	-2%	-1%	14	2%	9%	5%	/	-1%	12%
COc1ccc(-c2cc(C(=O)NCCCn3ccnc3)c3ccccc3n2)c(OC)c1
  0%	0%	-2%	-16	130%[activator]	3%	8%	-3%	0%	16%
Cc1cc(C)c(C(=O)OCC(=O)NCc2cccs2)c(C)c1
  3%	-3%	?	4	-5%	-21%	-6%	16%	-2%	-1%
Cc1oc(-c2cccs2)nc1CS(=O)CC(=O)NC1CCCCCC1 (stereo not drawn)
  -19%	-1%	0%	6	4%	2%	1%[11.7 µM]	12%	1%	3%
Cc1ccc(O)c(-c2cc(C(=O)Nc3cccnc3)[nH]n2)c1
  12%	-4%	1%	-1	-2%	6%	/	1%	6%	-4%
Cc1cccc(-n2cnc3sc(C)c(C)c3c2=O)c1
  -14%	-1%	1%	-6	2%	-3%	/	2%	-1%	/
COc1ccc(-c2nc(CS(=O)CC(=O)NC3CCCc4ccccc43)c(C)o2)cc1OC (stereo not drawn)
  10%	-5%	1%	-5	3%	-1%	-8%	9%	3%	-3%
O=C(c1ccc(NS(=O)(=O)c2ccccc2)cc1)N1CCCC1
  -26%	-2%	2%	-10	-1%	-2%	-4%	/	-3%	0%
Cc1ccc2c(-c3csc(N)n3)c[nH]c2c1
  /	/	0%	4	/	/	?	0%	-9%	5%
COc1ccc(CCc2nnc(CCC(=O)NCCc3ncccc3C)o2)cc1
  14%	-4%	1%	13	2%	-6%	-26%	2%	1%	7%
O=C(COc1cccc2cccnc12)N/N=C/c1ccccc1O
  -3%	-2%	-1%	-1	92%[activator]	-2%	/	6%	-1%	8%
Cc1ccccc1C(=O)Nc1c(C(=O)N2CCCC2)cnn1-c1ccccc1
  19%	-2%	-3%	-1	5%	-16%	1%	-9%	5%	-4%
COc1ccc(CN2CCNC(=O)C2CC(=O)NC2CCCCC2)c(OC)c1 (stereo not drawn)
  0%	1%	0%	7	2%	0%	/	6%	15%	4%
CC(=O)Nc1ccc(Sc2ncccc2C(=O)Nc2ccc(F)cc2)cn1
  -44%	-5%	-1%	-3	0%	0%	10%	-2%	13%	15%
N/C(=N\O)c1ccc(NC(=O)c2cccs2)cc1
  -16%	-3%	-15%	0	2%	-2%	-11%	4%	3%	-8%
COc1ccc(-c2nc(C(N)=O)c3[nH]c(=O)n(-c4ccccc4OC)c3n2)c(OC)c1
  -16%	-3%	-3%	3	45%	2%	-16%	2%	22%	-1%
COc1ccccc1CNC(=O)COC(=O)c1cc(S(=O)(=O)N2CCOCC2)ccc1Cl
  26%	-1%	-8%	0	-1%	16%	/	-1%	/	/
C(=C\c1ccccc1)/C=N/Nc1ccc2nncn2n1
  31%	-2%	-1%	7	3%	1%	/	-12%	-12%	?
O=C1CC(c2cccc(Br)c2)c2cc3c(cc2N1)CCC3 (stereo not drawn)
  -46%[inhibitor]	-12%	-12%	1	-22%	-3%	?	4%	-1%	-7%
CCN(CC(=O)Nc1ccc(C(=O)OC)cc1)C1CCCCC1
  7%	0%	-9%	0	-2%	-6%	?	10%	-5%	-9%
O=C(CSc1nc2ccc(S(=O)(=O)N3CCOCC3)cc2[nH]1)N1CCOCC1
  7%	-3%	-1%	-5	1%	1%	-4%	/	3%	3%
O=C(COc1ccc(S(=O)(=O)N2CCCC2)cc1Cl)NCc1cccnc1
  -7%	-4%	1%	0	/	-6%	/	-28%	14%	-3%
CC1=NN(C(=O)c2ccoc2C)C(O)(C(F)(F)F)C1 (stereo not drawn)
  3%	-2%	3%	-3	2%	0%	/	1%	-1%	-10%
CC(=O)NCCOc1cccc2ccccc12
  16%	-1%	0%	1	1%	-1%	-2%	14%	-1%	0%
CC(C)COc1ccc(C(=O)Nc2cc(S(=O)(=O)N3CCOCC3)ccc2N2CCCC2)cc1
  0%	1%	2%	-14	-1%	-2%	/	2%	/	/
O=C(N/N=C/c1ccc(-c2ccc(Br)cc2)o1)c1ccc2c(c1)OCO2
  -10%	5%	7%	-23	119%[activator]	1%	?	-5%	35%[activator]	7%
O=C(Nc1cccc(-c2nnc(-c3ccco3)o2)c1)c1ccccc1
  12%	0%	-3%	-6	-6%	2%	28%	1%	-10%	3%
CCCCCCn1c(COc2ccccc2F)nnc1SCC(=O)NC1CCS(=O)(=O)C1 (stereo not drawn)
  -18%	-3%	/	/	-3%	0%	/	/	/	/
Nn1c(COc2cccc(Br)c2)nnc1SCC(=O)NCC1CCCO1 (stereo not drawn)
  -36%	0%	-1%	10	2%	3%	/	/	/	/
Cc1cc(C)c2[nH]c3nc(SCC(=O)O)nnc3c2c1
  0%	-5%	1%	-5	2%	/	-14%	4%	6%	?
O=C(Nc1ccc(N2CCCCCC2)cc1)c1cccc(S(=O)(=O)N2CCOCC2)c1
  -31%	0%	4%	-32	-1%	-2%	/	-16%	/	/
Cc1ccc(-c2nnc(SCC(=O)Nc3nccs3)n2N)cc1
  -9%	4%	-4%	-4	-1%	-4%[46.1 µM]	4%	/	4%	?
Cc1ccc(S(=O)(=O)N(C)C)cc1NC(=S)NC(C)CCCC(C)C (stereo not drawn)
  -41%	-3%	-5%	-8	/	4%[46.1 µM]	4%	2%	-3%	-9%
COCCNC(=O)CN(C(=O)CCC(=O)Nc1ccccn1)c1ccc(C)c(C)c1
  -1%	-1%	8%	12	4%	7%	-4%	-7%	1%	-5%
CN1C(=O)c2cccc3c(S(=O)(=O)Nc4ccc(O)c(C(=O)O)c4)ccc1c23
  -14%	-2%	-3%	-3	3%	8%	?	-2%	4%	?
